Screening data as filed in PubChem.
CHT PAM: human CHT allosteric activation; Q9GZV3; CHT-expressing cells, membrane potential dye, choline EC20; active compounds read high; LV-AA mutant CHT in HEK293 cells; B-score at 10 µM; 310,000 compounds, 0.49% hits; AID 488977;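 active = initial fluorescence not abnormally high and integrated response B-score, plate-corrected, over 3 SD above library mean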
Target sequence (Q9GZV3 whole entry, looked up): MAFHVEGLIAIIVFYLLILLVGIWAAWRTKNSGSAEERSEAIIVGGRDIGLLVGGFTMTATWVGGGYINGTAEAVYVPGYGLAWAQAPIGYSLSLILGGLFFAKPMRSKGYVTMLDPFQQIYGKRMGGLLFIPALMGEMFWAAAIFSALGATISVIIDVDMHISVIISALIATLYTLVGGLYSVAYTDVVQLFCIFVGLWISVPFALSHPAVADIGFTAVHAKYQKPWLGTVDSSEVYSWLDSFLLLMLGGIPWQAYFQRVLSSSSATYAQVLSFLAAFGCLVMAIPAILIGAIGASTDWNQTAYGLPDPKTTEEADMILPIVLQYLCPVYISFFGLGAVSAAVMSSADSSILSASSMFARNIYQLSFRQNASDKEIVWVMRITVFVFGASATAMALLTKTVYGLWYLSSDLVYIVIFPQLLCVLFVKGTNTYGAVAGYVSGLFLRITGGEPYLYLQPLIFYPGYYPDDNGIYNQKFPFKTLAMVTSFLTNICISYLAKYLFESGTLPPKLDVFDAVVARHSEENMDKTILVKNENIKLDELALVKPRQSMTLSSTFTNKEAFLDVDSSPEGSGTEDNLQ
OX1R antag: human HCRTR1 antagonism; O43613; CHO/OX1R cells, Fluo-8 calcium fluorescence, orexin A; inhibition, % at 5 µM; 330,000 compounds, 0.43% hits; AID 434989;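 active = inhibition above its plate's threshold, mean inhibition of all tested compounds on the plate plus 3 SD, cut at about 37% in these data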;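 note: 0% = orexin A challenge wells and 100% = SB-334867-A antagonist wells; not every result past the cut was called active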
Target sequence (O43613 whole entry, looked up): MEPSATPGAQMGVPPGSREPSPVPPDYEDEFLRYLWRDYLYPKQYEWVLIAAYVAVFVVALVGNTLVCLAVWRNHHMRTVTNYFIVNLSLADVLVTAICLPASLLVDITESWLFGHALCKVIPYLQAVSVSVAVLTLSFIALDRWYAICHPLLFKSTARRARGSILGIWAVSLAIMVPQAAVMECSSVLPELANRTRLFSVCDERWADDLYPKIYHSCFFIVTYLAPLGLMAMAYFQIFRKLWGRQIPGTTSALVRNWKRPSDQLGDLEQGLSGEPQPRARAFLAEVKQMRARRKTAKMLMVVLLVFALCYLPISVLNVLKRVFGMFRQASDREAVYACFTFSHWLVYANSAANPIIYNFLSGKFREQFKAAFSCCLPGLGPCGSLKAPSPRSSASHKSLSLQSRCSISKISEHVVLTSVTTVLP
Active calls of the source: *; i = inactive; . = no result given.

SMILES	CHT PAM	OX1R antag
C=C1/C=C(\C)C(C)(O)CC(O)CC(=O)C(O)C(O)C(C)CC(C)OC(=O)/C(C)=C/CC/C=C/C(OC)C(O)CC(C)C1 (configuration not stated)	.	-10
O=C(NC1CCCc2c1cnn2-c1ccc(F)cc1F)c1ccccc1N1CCOCC1 (configuration not stated)	i	-24
Cc1cc(N=NC(=O)c2ccccc2O)c2ccccc2c1O	i	-18
CCOc1ccccc1/C=N/n1c(COc2ccccc2)n[nH]c1=S	i	-21
CCCn1cc(C(=O)OCC)c(=O)c2cc(F)c(F)cc21	i	-4
O=C(COC(=O)Cc1ccc(Br)cc1)Nc1c(F)c(F)c(F)c(F)c1F	i	-7
O=c1cc(-c2ccco2)oc2c1ccc1ccccc12	i	-1
CC(O)CNc1nc2ccccc2n1CC(=O)N1CCN(Cc2ccccc2)CC1 (configuration not stated)	i	-16
Cc1cccc(N(C(=O)Cn2nnc3ccccc32)C(C(=O)NC(C)(C)C)c2ccsc2)c1C (configuration not stated)	i	-25
Cc1nnc(SCc2ccc(Cl)cc2)nc1/C=C/N(C)C	i	-28
COc1ccc(NC(=O)CN2CCN(CC(=O)Nc3ccc(F)cc3)CC2)c(OC)c1	i	-32
Nc1ncnc(NCc2ccccc2)c1[N+](=O)[O-]	i	-17
CCCc1c(C(=O)NNc2cccc(Cl)c2)cnn1-c1ccccc1	i	-21
O=C(NCCCc1ccccc1)C1CCC(=O)N(Cc2ccc(Cl)cc2)C1 (configuration not stated)	i	-23
CCCc1cc(=O)n2[nH]c(C(F)(F)F)nc2n1	i	0
Cc1oc2c(C)c(O)ccc2c(=O)c1-c1cnn(-c2ccccc2)c1	i	-6
C/C(=N\NC(=O)Cc1ccc(Cl)cc1)c1ccccc1O	i	-11
Cc1ccc2oc(=O)c3cnn(CC(=O)Nc4cc(-c5cccc(F)c5)no4)c3c2c1	i	-24
CC1(c2ccc(OC(F)F)cc2)NC(=O)N(CC(=O)Nc2ccc(OC(F)F)cc2)C1=O (configuration not stated)	i	53*
COc1cc(O)c(C(CC(=O)N2CCCC(C)C2)c2ccc(N(C)C)cc2)c(OC)c1 (configuration not stated)	i	-13
O=C(Nc1ccccc1C(=O)OC1CCOC1=O)c1ccco1 (configuration not stated)	i	-19
Cc1ccc(-n2c(=O)[nH]c3c(oc4ccccc43)c2=O)cc1	i	-15
CC(NC(=O)Cc1ccc(Br)cc1)c1ccccc1 (configuration not stated)	i	-11
C=CCNC(=S)NNC(=O)c1csc(C)c1C	i	-14
O=C(NCc1cccnc1)C1CC(=O)N(c2ccc(Cl)cc2)C1 (configuration not stated)	i	-21
Cc1cc(S(=O)(=O)N2CCN(C(=O)CCC(=O)N3CCOCC3)CC2)ccc1Br	i	-19
O=C(Nc1ccc(N2CCOCC2)cc1N1CCOCC1)c1ccc(Cl)cc1	i	-15
Cc1ccc(NC(=O)C2CCN(S(=O)(=O)c3ccc4c(c3)C(C)(C)C(=O)N4C)CC2)c(C)c1	i	-15
CN1C(=O)NC(NC(=O)c2ccco2)(C(F)(F)F)C1=O (configuration not stated)	i	2
COc1ccccc1CNC(=O)C/C(C)=N/NC(=O)Cc1ccc(Cl)cc1	i	-21

Ordered by number of heavy atoms (falling): some entries from above
SMILES	CHT PAM	OX1R antag
Cc1ccc(NC(=O)C2CCN(S(=O)(=O)c3ccc4c(c3)C(C)(C)C(=O)N4C)CC2)c(C)c1	i	-15
CC1(c2ccc(OC(F)F)cc2)NC(=O)N(CC(=O)Nc2ccc(OC(F)F)cc2)C1=O (configuration not stated)	i	53*
Cc1ccc2oc(=O)c3cnn(CC(=O)Nc4cc(-c5cccc(F)c5)no4)c3c2c1	i	-24
Cc1cc(S(=O)(=O)N2CCN(C(=O)CCC(=O)N3CCOCC3)CC2)ccc1Br	i	-19
O=C(Nc1ccc(N2CCOCC2)cc1N1CCOCC1)c1ccc(Cl)cc1	i	-15
COc1ccccc1CNC(=O)C/C(C)=N/NC(=O)Cc1ccc(Cl)cc1	i	-21
CCCc1c(C(=O)NNc2cccc(Cl)c2)cnn1-c1ccccc1	i	-21
O=C(Nc1ccccc1C(=O)OC1CCOC1=O)c1ccco1 (configuration not stated)	i	-19
Cc1ccc(-n2c(=O)[nH]c3c(oc4ccccc43)c2=O)cc1	i	-15
C/C(=N\NC(=O)Cc1ccc(Cl)cc1)c1ccccc1O	i	-11
CN1C(=O)NC(NC(=O)c2ccco2)(C(F)(F)F)C1=O (configuration not stated)	i	2
CC(NC(=O)Cc1ccc(Br)cc1)c1ccccc1 (configuration not stated)	i	-11
Nc1ncnc(NCc2ccccc2)c1[N+](=O)[O-]	i	-17
CCCc1cc(=O)n2[nH]c(C(F)(F)F)nc2n1	i	0

Further entries:
SMILES	CHT PAM	OX1R antag
O=c1nc(N2CCOCC2)ccn1-c1nc(-c2ccccc2)sc1-c1ccccc1	i	-26
O=C(NC1CCCCC1)c1ccc(Br)o1	i	-15
COc1ccc(NC(=O)Nc2ccc3c(c2)C(=O)N([C@H](C)CO)C[C@H](C)[C@@H](CN(C)C(=O)Nc2ccccc2)O3)cc1	.	-18
O=C(c1ccco1)N1N=C(c2ccccc2)CC1c1ccc2nccnc2c1 (configuration not stated)	i	-41
Cc1cccc(C)c1NC(=S)N1CC(C)OC(C)C1 (configuration not stated)	i	-18
COCCOc1ccc(C(F)(F)F)cc1NC(=O)COC(=O)c1cc[n+]([O-])cc1	i	-11
Cc1cc2cc(C#N)c(SCC(=O)Nc3nonc3C)nc2cc1C	i	-11
CCOC(=O)c1[nH]c(C)c(C(=O)OCC(=O)N(CC)C2CCS(=O)(=O)C2)c1C (configuration not stated)	i	-19
COc1ccc(C[C@@H]2CN3C(=NC[C@@H]3C)N2C[C@H](C)NC(=O)CCC2CCCCC2)cc1	i	0
CCCCc1sc(-c2c(C#N)c(N)nc3c2CCCCC3)cc1[N+](=O)[O-]	i	-17
COC(=O)N/N=C/c1ccc(-c2ccc(Cl)c(Cl)c2)o1	i	1
O=C1Cc2ccccc2N1c1ccccc1	i	-22
Cc1nnc(SCC(=O)Nc2ccc([N+](=O)[O-])cc2)n1C	i	-47
CCNC(=S)N(Cc1cc2c(C)ccc(C)c2[nH]c1=O)C1CCCC1	i	-34
CCC(C)(C)NC(=O)C(c1ccc(C)cc1)N(Cc1cccnc1)C(=O)c1csnn1 (configuration not stated)	i	-24
CCOC(=O)c1c(-c2ccc(F)cc2)csc1NC(=O)CCN1C(=O)c2ccccc2C1=O	i	-9
COc1ccc(Cl)cc1NC(=O)COC(=O)C1CC(=O)N(Cc2ccccc2)C1 (configuration not stated)	.	-12
NC(=O)C1Cc2ccccc2CN1C(=O)c1cc(C2CC2)nn1-c1ccccc1 (configuration not stated)	.	-33
CCC(CC)NC(=O)c1ccc(Cl)cc1	i	-12
O=C(Nc1cccc(Cl)c1)c1ccncc1	i	-5
Cc1nc(-c2cccnc2)sc1C(=O)Nc1cccc(C(F)(F)F)c1	i	-28
Cc1cccc(C(=O)OCC(=O)NC(=O)Cc2ccccc2)c1O	i	-24
Cc1ccc(NC(=O)CCNC(=O)c2ccco2)cc1Cl	i	0
COC1=C/C(=C/c2c(O)c(C#N)c3ccccn23)C=CC1=O	i	2
O=C(Nc1ccc(F)cc1)C1CCC(N2C(=O)c3ccccc3C2=O)CC1 (configuration not stated)	i	-18
CCS(=O)(=O)N1Cc2ccccc2CC1C(=O)Nc1cccc(OC)c1 (configuration not stated)	i	-35
O=[N+]([O-])c1cccc(S(=O)(=O)NC2CC3CCC2C3)c1 (configuration not stated)	i	-24
CSc1ncccc1C(=O)NC(C)CCc1ccccc1 (configuration not stated)	i	8
N#CCCn1c(SCC(=O)Nc2ccc(N3CCOCC3)cc2)nc2ccccc21	i	-7
O=C(CN1c2cccc3cccc(c23)S1(=O)=O)Nc1cccc(S(=O)(=O)N2CCOCC2)c1	i	-15
O=C(O)c1ccc(CSC2CCCCC2)cc1	i	10
Cc1nonc1OCCN1CCN(c2ccc([N+](=O)[O-])cc2)CC1	i	-12
O=C(C1CC(=O)N(c2ccc(Cl)cc2)C1)N1CCOCC1 (configuration not stated)	i	-8
CC(C)(C)c1ccc(C(=O)NCCOc2ccccc2F)cc1	i	-9
O=C1NC(c2cc3c(cc2Cl)OCO3)Oc2ccccc21 (configuration not stated)	i	3
O=C1c2ccccc2C(=O)N1c1cccc(-c2csc(Nc3ccc4c(c3)OCO4)n2)c1	i	-17
O=C1C(Oc2ccccc2)C(c2cccs2)N1Cc1ccc2c(c1)OCO2 (configuration not stated)	i	43
O=C(COC(=O)c1nc(Cl)ccc1Cl)NNC(=O)c1cccs1	i	-7
CCOC(=O)C1CCN(c2nc(-c3ccc(C)cc3)nc3ccccc23)CC1	i	-32
CCOC(=O)C1=C(C)NC2=C(C(=O)CCC2)C1c1coc2ccccc2c1=O (configuration not stated)	i	-12
Cc1cc(N2CCN(C(=O)c3ccco3)CC2)c2ccccc2n1	6.9*	-27
CN(C)S(=O)(=O)c1ccc(C(=O)NCc2nnc(SCC(=O)NCc3ccco3)o2)cc1	i	-6
COc1ccc(/C=C/C(=O)NC(=S)NNC(=O)c2c(-c3ccccc3)noc2C)cc1	i	-7
CCc1ccc(NC(=O)NCCCN2CCCC2=O)cc1	i	-5
O=C(c1cc(=O)c2ccccc2o1)N1CCN(c2ccccc2F)CC1	i	-9
O=S(=O)(c1ccc(Oc2ccc(Br)cc2)cc1)N1CCOCC1	i	27
CCOC(=O)c1c(C)[nH]c(C)c1S(=O)(=O)N(C)CC(=O)NCc1ccc(C)cc1	i	-9
CCC(C)Sc1nc2c(cnn2-c2ccc(C)c(C)c2)c(=O)[nH]1 (configuration not stated)	i	-27
Cc1ccc(C)c(Cn2c(=O)c3c(nc4n3CCN4Cc3ccco3)n(C)c2=O)c1	i	-27
CCOc1ccc(S(=O)(=O)N2CCC(C(=O)NCc3cccnc3)CC2)cc1C	i	8
(continued)
SMILES	CHT PAM	OX1R antag
CCN1CCN(C(c2nnnn2Cc2ccc3c(c2)OCO3)C(C)C)CC1 (configuration not stated)	i	-19
CCOC(=O)C1CCN(C(=O)COC(=O)c2nn(C)c(=O)c3ccccc23)CC1	i	-10
COc1ccc(CNC(=S)NCc2ccc(Cl)cc2)cc1OC	i	-2
Cc1ccc(C(=O)Nc2ccc(Br)cc2)cc1S(=O)(=O)Nc1ccccn1	i	-7
Cc1ccc(S(=O)(=O)NC(=O)c2ccc(F)cc2)c(C)c1	i	11
Cc1nn(C2CCS(=O)(=O)C2)c(Cl)c1/C=C/C(=O)OCC(=O)Nc1ccc2c(c1)OCO2 (configuration not stated)	i	-24
Cc1c(Cc2ccccc2)c(=O)oc2cc(O)cc(O)c12	i	-3
C=CCOc1c(Br)cc(CNCCCN2CCOCC2)cc1OC	i	.
Cc1nc2ccccc2c(=O)n1-c1ccc(NS(=O)(=O)c2ccc(F)cc2F)cc1	i	-24
Oc1ccc(/C=N/Nc2nccnc2Cl)cc1	i	-25
COCc1c(C(=O)N/N=C/C2CC=CCC2)nnn1-c1nonc1N (configuration not stated)	i	0
Cc1ccc2c(c1)[C@H]1[C@H](CO2)[C@H](c2ccccc2)[C@]2(C)C(=O)N(Cc3ccco3)CC(=O)N12	.	-8
Cc1ccc(NC(=S)N2CCN(S(C)(=O)=O)CC2)cc1C	i	.
O=C(CS(=O)(=O)c1c[nH]c2ccccc12)N1CCCCCC1	i	-9
CCOC(=O)N1CCN(C(=O)/C(=C/c2ccc(Cl)cc2)NC(=O)c2ccccc2)CC1	i	-16
CN(C)c1nc(=S)nc(NCc2ccccc2)[nH]1	i	-11
Cc1ccc(NS(=O)(=O)c2ccc(C)c(C(=O)NCC(c3ccccc3)N(C)C)c2)cc1 (configuration not stated)	.	-36
N/C(=N/OCC(=O)Nc1cccc2ccccc12)c1nonc1N	i	-5
CCOC(=O)C(C)n1cnc2scc(-c3ccc(C)cc3)c2c1=O (configuration not stated)	i	-21
Cc1ccc2cc3cc(C(=O)NCc4ccco4)oc3nc2c1	i	-10
CC(C)c1ccc(Nc2ccc(C(=O)O)cc2[N+](=O)[O-])cc1	i	-15
CCOc1cc(CN2CCN(c3ncccn3)CC2)ccc1OC	i	-24
O=C(Nc1cccc(-c2csc(Nc3cccc(C(F)(F)F)c3)n2)c1)c1ccccc1	i	-29
COCCNC(=O)C1(S(=O)(=O)c2ccccc2)CC=CC1	i	1
Cc1c([N+](=O)[O-])cc(S(=O)(=O)Nc2ccc(-c3ccc(N4CCCC4)nn3)cc2)cc1[N+](=O)[O-]	i	-19
CSCCC1NC2(C(=O)Nc3c(Cl)cccc32)[C@@H]2C(=O)N(C3CCCC3)C(=O)[C@H]12 (some centres not stated)	i	-22
COC(=O)c1cnn(-c2ccccc2)c1C(OC)OC	i	-8
NC(=S)N=Nc1c(O)[nH]c2c(Br)cc(Br)cc12	i	-24
COc1ccc(Nc2cc(C(=O)NCc3ccco3)c3ccccc3n2)c(OC)c1	i	-28
Cc1ccc(C(=O)Nc2ncc(C)s2)s1	i	-8
CCOC(=O)C(C(=O)NCc1cccc(OC)c1)c1ncc(C(F)(F)F)cc1Cl (configuration not stated)	i	-57
O=C(CN(Cc1ccccc1)S(=O)(=O)c1ccc2c(c1)OCCO2)N/N=C/c1ccc(F)cc1	i	-29
O=C(CNc1cc(S(=O)(=O)N2CCOCC2)ccc1NCC1CCCO1)Nc1cccc(F)c1 (configuration not stated)	i	-14
O=C(NCCCO)c1ccc2[nH]c3c(c2c1)CCCC3	i	-8
O=C1c2cccnc2C(O)N1Cc1ccccc1 (configuration not stated)	i	-8
Nn1c(SCc2ccccc2F)nnc1-c1cccnc1	i	-13
C[C@H](CO)N1C[C@H](C)[C@@H](CN(C)S(=O)(=O)c2ccccc2)Oc2ccc(NS(=O)(=O)c3ccc(F)cc3)cc2C1=O	.	-20
COc1cccc(CNC(=O)CSCc2cnn(-c3ccccc3)c2-n2cccc2)c1	i	2
